GAA850 FXN act = activators of GAA850 frataxin (FXN) promoter | activation, % at 6 µM | HEK293 lucGAA850 FXN promoter luciferase reporter, 24 h; percent of 10 µM SAHA response | AID 540364 | 360,000 compounds, 0.56% hits;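 active = activation above the average of all compounds screened plus 3 SD, cutoff fixed separately per campaign, cut at about 7.5% in these data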;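 also: 0% = DMSO wells and 100% = 10 µM SAHA wells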
DAX1 inh = NR0B1 (DAX1) inhibition; P51843; HEK293 Gal4-DAX1 luciferase reporter, luminescence; inhibition, % at 6.75 µM; 340,000 compounds, 0.99% hits;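 active = inhibition above the mean over all tested compounds plus 3 SD, cut at about 4.2% in these data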;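 also: 0% = DAX1-transfected cells with DMSO and 100% = empty-vector control cells with DMSO; inhibition shows as a rise in luminescence from relieved DAX1 repression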
Target sequence (P51843 207-470 limits assumed): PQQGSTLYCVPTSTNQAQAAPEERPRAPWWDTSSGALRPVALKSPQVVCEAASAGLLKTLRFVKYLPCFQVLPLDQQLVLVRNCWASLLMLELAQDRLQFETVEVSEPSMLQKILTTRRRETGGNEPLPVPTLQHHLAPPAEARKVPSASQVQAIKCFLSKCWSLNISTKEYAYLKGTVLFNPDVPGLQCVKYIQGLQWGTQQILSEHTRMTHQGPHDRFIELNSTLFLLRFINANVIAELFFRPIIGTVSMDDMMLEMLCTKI
The depositor's hits bear a star. A portion of the library, so the mix of outcomes need not match the whole.

The first two compounds, ahead of the listing:
The line under a structure holds: GAA850 FXN act, DAX1 inh
CCS(=O)(=O)C1=NSC2=NC(=O)/C(=C\c3ccc(OS(=O)(=O)c4ccccc4)cc3)C(=N)N21
  3.0, 0.8
O=C(c1cnc2n(c1=O)CCS2)N1CCN(C(c2ccccc2)c2ccc(Cl)cc2)CC1 (stereo unspecified)
  -4.4, -1.6

This part in full, from the start:
The line under a structure holds: GAA850 FXN act, DAX1 inh
CCS(=O)(=O)C1=NSC2=NC(=O)/C(=C\c3ccc(OS(=O)(=O)c4ccccc4)cc3)C(=N)N21
  3.0, 0.8
O=C(c1cnc2n(c1=O)CCS2)N1CCN(C(c2ccccc2)c2ccc(Cl)cc2)CC1 (stereo unspecified)
  -4.4, -1.6
CCOC(=O)C1CCN(Cc2cc(Cl)c3ccccc3c2O)CC1
  7.2, -0.2
CN(CCc1cnn(C)c1)Cc1cn[nH]c1-c1ccc(-c2ccccc2)cc1
  2.7, -0.1
Cc1ccc(N=C2C(=O)Nc3ccc(C)c(Br)c32)cc1
  1.0, 1.0
C#CCOCCOCCOCCNc1nc(N2CCN(C(=O)CCCCCCCCCCNC(=O)Cn3cc(C[C@@H](C)O)nn3)CC2)nc(N2CCN(C(=O)CCCCCCCCCCNC(=O)[C@H](CCCN=C(N)N)n3cc(C[C@@H](C)CC)nn3)CC2)n1
  2.1, -0.9
C#CCOCCOCCOCCNc1nc(N2CCN(C(=O)[C@H](CCC(=O)O)n3cc(C(N)[C@H](C)CC)nn3)CC2)nc(N2CCN(C(=O)[C@H](Cc3ccc(O)cc3)n3cc(C(N)[C@H](C)CC)nn3)CC2)n1 (stereo partly specified)
  1.0, 0.8
O=C(Nc1nnc(SCc2ccc(Cl)cc2)s1)C1CCCO1 (stereo unspecified)
  2.0, 0.4
CC[C@]12c3[nH]c4cc(-c5ccco5)ccc4c3CCN1C(=O)[C@@H](CC(=O)NC/C=C(\C)CCC=C(C)C)C[C@@H]2C(=O)N1CCN(C(=O)c2ccco2)CC1
  -3.5, -1.2
O=C1C(Cc2ccccc2)Nc2ncnc(N3CCCCC3)c2N1Cc1ccc(Cl)cc1 (stereo unspecified)
  2.1, 0.3
CC(Sc1nc(-c2ccccc2)cc(C(F)(F)F)n1)C(=O)N1CCCCC1 (stereo unspecified)
  3.3, 0.5
COc1cc(OC)c(C(=O)NCC(c2cccs2)N(C)C)cc1OC (stereo unspecified)
  -0.8, -0.5
CCc1ccc2[nH]c(=O)c(CN(Cc3ccc(F)cc3)C(c3nnnn3CCN3CCOCC3)C(C)C)cc2c1 (stereo unspecified)
  -2.4, 1.5
O=C(CN1C(=O)c2ccccc2S1(=O)=O)c1ccc(OC(F)F)cc1
  -10, -3.0
Cn1c(SCC(=O)Nc2ccc3nc(SCC(=O)N4CCCC4)sc3c2)nnc1-c1ccc(N)cc1
  0.3, 0.4

The line under a structure holds: GAA850 FXN act, DAX1 inh
O=C(CC1C(=O)NCCN1Cc1cccc(C(F)(F)F)c1)NC1CCCCCC1 (stereo unspecified)
  -1.5, -0.1
CCCn1c2ccccc2c2cnn(CC(=O)N3CCN(C4CCCCC4)CC3)c(=O)c21
  2.2, 1.0
Cc1ccc2nc(N3C(=O)C(O)=C(C(=O)c4cc5ccccc5o4)C3c3cccs3)sc2c1 (stereo unspecified)
  4.0, 0.8
COC(=O)C(C)n1cnc2c(nnn2-c2ccccc2)c1=O (stereo unspecified)
  -1.4, 1.0
O=c1[nH]c(=O)n(C2OC(CO)C(O)C2O)cc1F (stereo unspecified)
  19*, -3.1
Cn1c2nc(=O)n(-c3ccccc3)c(=O)c-2nc2c1CCCC2
  -1.1, 0.7
CC(NC(=O)Cn1ncc(Cl)c(Cl)c1=O)C12CC3CC(CC(C3)C1)C2 (stereo unspecified)
  -12, 1.0
Cc1ccc(-c2csc(NC(=O)c3cccc(N4C(=O)CCC4=O)c3)n2)o1
  2.5, 0.3
COc1ccc(Cl)cc1S(=O)(=O)n1ccnc1C(C)C
  -1.2, 1.3
CC1CCCCN1Cc1nc2c(c(=O)n(C)c(=O)n2C)n1Cc1c(F)cccc1Cl (stereo unspecified)
  1.2, -0.1
CC(C)c1nc(SCc2c(F)cccc2Cl)c2c(=O)n(C)c(=O)n(C)c2n1
  2.8, -0.6
COC(=O)c1ccc(C)c(NS(=O)(=O)c2ccc3c(c2)OCCO3)c1
  0.4, -1.5
COc1ccc(-c2ccc3c(c2)S(=O)(=O)c2cccc(C(=O)NCc4cccc(OC(F)(F)F)c4)c2C3=O)cc1OC
  -0.2, -0.2
CC(=O)c1ccc(NC(=O)CCC(=O)OCC(=O)c2cccc([N+](=O)[O-])c2)cc1
  -0.1, -1.0
N#CCc1ccc(NC(=O)/C=C/c2ccc([N+](=O)[O-])o2)cc1
  -16, -3.2

The line under a structure holds: GAA850 FXN act, DAX1 inh
CCCNc1c(NS(=O)(=O)c2ccc(C3CCCCC3)cc2)c(=O)oc2ccccc12
  0.2, -0.5
Cn1c(=O)c2c(nc(N3CCNCC3)n2Cc2cccc3ccccc23)n(C)c1=O
  -2.1, -0.1
O=S(=O)(Nc1cccc2ncccc12)c1cccs1
  -17, -3.4
O=C(OCn1nnc2ccccc2c1=O)c1ccc(S(=O)(=O)N2CCOCC2)cc1
  2.6, 0.3
CCCN1C(C)C(C(=O)OCC)=CN(Cc2cccc(I)c2)S1(=O)=O (stereo unspecified)
  0.1, 0.2
CC/C(=N\Nc1ccc([N+](=O)[O-])cc1)c1ccccc1
  1.5, -0.3
O/C(=C\c1nc2ccccc2nc1/C=C(\O)c1ccccc1)c1ccccc1
  4.5, 2.9
CCC(C(=O)NC(C)CCc1ccccc1)n1nc(C)n2c(cc3occc32)c1=O (stereo unspecified)
  -1.4, -1.3
O=C(NC12CC3CC(CC(C3)C1)C2)c1ccc(COc2ccc(Cl)cc2[N+](=O)[O-])o1
  5.7, 0.1
CN1c2ccccc2C(C)(C)C12CC(CCl)=NO2 (stereo unspecified)
  2.3, 0.0
CCOC(=O)c1cnc2ccc(OCC)cc2c1N1CCN(c2ccccc2OC)CC1
  -4.1, -2.4
COc1ccc(C2=CC3=C(Br)C(=O)C(C)(OC(=O)C4CCCC4)C(=O)C3=CO2)cc1 (stereo unspecified)
  1.0, 1.1
COc1ccccc1NC(=O)c1ccc(NC(=O)COC(=O)C2CCCO2)cc1 (stereo unspecified)
  1.0, 0.6
Cc1cc(C)nc(NN2C(=O)C=CC2=O)n1
  2.3, 2.0
COc1ccccc1NC(=O)N(C)C[C@H]1Oc2ncc(C#CCN(C)C)cc2C(=O)N([C@H](C)CO)C[C@H]1C
  1.3, 1.1

Some of the entries above in a different format:
O=C(OCn1nnc2ccccc2c1=O)c1ccc(S(=O)(=O)N2CCOCC2)cc1
- GAA850 FXN act: 2.6
- DAX1 inh: 0.3

CCCN1C(C)C(C(=O)OCC)=CN(Cc2cccc(I)c2)S1(=O)=O (stereo unspecified)
- GAA850 FXN act: 0.1
- DAX1 inh: 0.2

CC/C(=N\Nc1ccc([N+](=O)[O-])cc1)c1ccccc1
- GAA850 FXN act: 1.5
- DAX1 inh: -0.3

O/C(=C\c1nc2ccccc2nc1/C=C(\O)c1ccccc1)c1ccccc1
- GAA850 FXN act: 4.5
- DAX1 inh: 2.9

Returning to the listing with the two entries that preceded the break.
The line under a structure holds: GAA850 FXN act, DAX1 inh
Cc1cc(C)nc(NN2C(=O)C=CC2=O)n1
  2.3, 2.0
COc1ccccc1NC(=O)N(C)C[C@H]1Oc2ncc(C#CCN(C)C)cc2C(=O)N([C@H](C)CO)C[C@H]1C
  1.3, 1.1
COc1ccc(OC)c(NC(=O)C2CC(=O)N(CCc3ccc(F)cc3)C2)c1 (stereo unspecified)
  -0.5, -0.3
CCOC(=O)N1CCN(C(=O)c2ccc3c(SCC(=O)O)c4c(nc3c2)CCCC4)CC1
  2.1, 0.9
O=c1oc2ccc(Br)cc2cc1S(=O)(=O)c1ccc(F)cc1
  7.3, -1.6
c1ccc2c(-c3nc(C4CCCCC4)no3)cc(-c3ccncc3)nc2c1
  -0.4, -0.6
C/C(=N\Nc1cccc(C(=O)O)c1)c1ccc2c(c1)Nc1ccccc1S2
  4.2, 0.6
CN1CCN(c2cc(N3CCN(C(=O)c4ccco4)CC3)c3c4c(onc24)-c2ccccc2C3=O)CC1
  -0.2, 0.4
O=C1C(=Cc2ccc(Br)o2)C(=O)c2ccccc21
  5.0, 1.8
CC1CCCN(C(=O)CCS(=O)(=O)c2ccc3c(c2)NC(=O)C(C)S3)C1 (stereo unspecified)
  -0.6, 0.5
Nc1ncnc2c1ncn2[C@@H]1O[C@H](CNC(=O)[C@@H]2CCC(=O)N2)[C@@H](O)[C@H]1O
  -0.8, 0.5
CCCCCn1c(=N)c(S(=O)(=O)c2ccc(Cl)cc2)cc2c(=O)n3cccc(C)c3nc21
  0.8, -0.4
CCOC(=O)Nc1ccc2c(c1)N(C(=O)C(C)N1CCCC1)c1ccccc1CC2 (stereo unspecified)
  -2.0, -0.1
CN(C)c1ccc(/C=N/n2ncc3ccccc32)cc1
  1.6, 2.0
COCCN1C(=O)C(=O)/C(=C(/O)c2ccc(S(=O)(=O)N3CCOCC3)cc2)C1c1cccc([N+](=O)[O-])c1 (stereo unspecified)
  0.8, 0.8
Cc1c([N+](=O)[O-])cc(N2C(=O)C=CC2=O)cc1[N+](=O)[O-]
  -0.5, -0.5
COc1ccc(NC(=O)N(C)C[C@@H]2OCc3cn(nn3)CCCC(=O)N([C@@H](C)CO)C[C@H]2C)cc1
  0.3, 1.4

canonical_smiles	GAA850 FXN act	DAX1 inh
COc1cc(C2C=C(c3cccs3)Nc3ncnn32)cc(OC)c1OC (stereo unspecified)	0.0	-0.4
CCOC(=O)[C@@H]1[C@H]2COc3ccccc3[C@H]2N2C(=O)N(c3ccc(Cl)cc3)C(=O)[C@@]12C	0.6	0.5
C#CCn1c(=NC(=O)c2ccc(S(=O)(=O)N3CCc4ccccc4C3)cc2)sc2cc(S(N)(=O)=O)ccc21	-0.2	-3.5
Cc1ccc(C(=O)N(C)c2ccc(OCC(=O)N3c4ccc(C)cc4C4CN(C)CCC43)cc2)cc1 (stereo unspecified)	3.2	1.2
Cc1cc(C)c(S(=O)(=O)c2ccccc2)c(OC(=O)c2ccc(Cl)cc2Cl)n1	-1.6	-0.5
CC1=CC(c2ccc(Cl)cc2)n2nc(N3C(=O)CCC3=O)nc2N1 (stereo unspecified)	3.9	0.0
COc1cc(C(=O)NC2CCN(C)CC2)ccc1Nc1ncc2c(n1)N(C1CCCC1)CCC(=O)N2C(C)C	-2.2	2.3
CC1(C)CC(=O)C(C=Nc2ccccc2Sc2ccccc2)=C(O)C1	1.5	-0.1
C[C@@H]1CC(=O)[C@H]2CC(CO)=CCC[C@@H]2[C@@]1(C)CC/C(=C/CO)CO	0.7	-0.6
Cc1c(C(=O)N(C)C2CCCCC2)sc2ncnc(N3CCN(c4ccccc4F)CC3)c12	-2.0	-0.8
FC(F)(F)c1cccc(NCc2cn3cccnc3n2)c1	0.5	-0.7
Cc1ccc(CNC(=O)c2cc3c(=O)n4ccccc4nc3n(CC3CCCO3)c2=N)cc1 (stereo unspecified)	1.3	-0.5
COc1ccc(Nc2ncnc3ccc(Br)cc23)cc1OC	-8.6	1.2
COc1ccc(-n2cnc3cc(NS(=O)(=O)c4ccc(C)cc4)ccc32)cc1	-0.1	-1.6
CC1CC(C)CN(C(=O)C2CCN(S(=O)(=O)c3cccc4cccnc34)CC2)C1 (stereo unspecified)	0.3	1.6
COC(=O)c1ccc(C2/C(=C(/O)c3ccc4c(c3)CC(C)O4)C(=O)C(=O)N2Cc2cccnc2)cc1 (stereo unspecified)	-1.4	0.3
CCOC(=O)c1c2c(n(-c3ccc(OC)cc3)c1C)C(=O)C(=O)c1ccccc1-2	-15	-5.8
CCc1ccc(N2C(=O)CC(c3ccc(F)cc3)C3=C2COC3=O)cc1 (stereo unspecified)	-1.3	0.3
Cc1[nH]nc2c1C(c1ccc(-c3ccccc3C#N)o1)C(C#N)=C(N)O2 (stereo unspecified)	-1.7	1.2
CCOc1ccc(C(=O)Nc2cccc(-c3nc4cccnc4o3)c2)cc1Cl	1.9	2.3
COc1ccc2c(Cn3cnc4cc([N+](=O)[O-])ccc4c3=O)cc(=O)oc2c1	0.2	-2.3
CC(C)OC(=O)C(C(=O)C(F)(F)F)c1cc(NS(=O)(=O)c2ccc3ccccc3c2)c2ccccc2c1O (stereo unspecified)	0.3	2.2
CC1(OC(=O)c2cccs2)C(=O)C=C2C=C3CCCN3C=C2C1=O (stereo unspecified)	0.1	-0.4
CC(=O)Nc1ccc(NC(=O)c2sc3nc4c(c(-c5ccc(C)cc5)c3c2N)CCC4)cc1	0.7	-0.4
Cc1ccc(-n2c(Cl)c(Cl)nc(Cl)c2=O)cc1	-15	-5.5
COc1ccc(COC(=O)C2CC(=O)N(Cc3ccc(C)cc3)C2)cc1 (stereo unspecified)	0.3	1.0
O=C(Nc1c(C(=O)O)oc2ccc(Br)cc12)c1ccccc1	-0.6	0.1
CCNC(=S)NNC(=O)c1cc(-c2ccccc2C)nc2ccccc12	-0.2	-0.5
Cc1cc(C(=O)NCc2cccc(Cl)c2)c2ccccc2n1	1.7	-0.1
COC(=O)CSc1nc(NC#N)nc(NC(C)C)n1	-1.1	0.3
Cc1ccc(-n2nc3c(N4CCC(C(=O)NCc5cccc(F)c5)CC4)nnc(C)c3c2C)cc1	-0.8	-0.1
COc1ccc(-n2nc3c(N4CCC(C(=O)NCc5ccccc5C)CC4)nnc(C)c3c2C)cc1	-0.9	-0.2
Cc1cccc(C(=O)OC(C)C(=O)NC(=O)NC2CCCCC2)c1O (stereo unspecified)	1.0	1.9
